P. falciparum M1AAP = malaria alanyl aminopeptidase activity blockers – biochemical, fluorogenic H-Leu-NHMec substrate, 1536-well (AID 1445). recombinant M1AAP, H-Leu-NHMec fluorogenic kinetic assay; higher % means a stronger effect. one-dose inhibition, % at 30 µM; IC50 in µM for titrated hits. hit rate 0.42% among 220,000;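 active means primary inhibition above the hit cutoff, then over 50% inhibition at one or more dose response concentrations, cut at about 23% in these data, passing the limit was not always enough; inconclusive means conflicting primary data, or primary hits not chosen for dose response; inactive means low primary inhibition, or under 50% at every dose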;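 further: plate controls were DMSO full reaction for no effect and no enzyme background for full effect; strong numbers were not always called active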
RSV CPE inhibition = inhibition of RSV-induced cytopathic effect – HEp-2 cells, primary 10 µM value included (AID 2391); CPE inhibition, % at 10 µM, or IC50 in µM where a hit was titrated; hit rate 0.13% among 310,000; HEp-2 cells, RSV-induced CPE inhibition; higher % means a stronger effect; in the data active means a potency from the dose series; inconclusive means CPE inhibition mostly from about 23% at the one dose, without a potency; inactive means the rest, 99 in 100 with CPE inhibition below about 21%; further: strong numbers were not always called active
West Nile virus CPE = West Nile virus antiviral activity, cell-based, CPE readout (AID 1621); West Nile virus-infected cells, CPE inhibition; higher % means a stronger effect; CPE inhibition, % at 10 µM, or IC50 in µM where a hit was titrated; hit rate 0.02% among 290,000; in the data active means a potency from the dose series; inconclusive means CPE inhibition mostly from about 3.7% at the one dose, without a potency; inactive means the rest, 99 in 100 with CPE inhibition below about 2.2%; further: strong numbers were not always called active
PMI inhibition = MPI inhibition at elevated mannose 6-phosphate – biochemical, fluorescence intensity, high mannose 6-phosphate, primary screen (AID 1220). recombinant PMI enzyme, coupled fluorescence intensity; higher % means a stronger effect. one-dose inhibition, % at 20 µM; IC50 in µM for titrated hits. hit rate 0.66% among 190,000
T cell HTS = T cell immune modulators affecting CD8 T cell-vesicle binding. calls only at 7 µM. hit rate 0.068% among 330,000. 2C CD8+ T cell-vesicle binding, flow cytometry; hits give low values;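 active means response, share of CD8 T cells binding vesicles, and their 90th percentile fluorescence all below set limits, cut at about 80% in these data, passing the limit was not always enough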
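Also added: QL9-peptide-loaded Drosophila micro-vesicles bearing Ld, ICAM-1 and B7-1; Test system: purified 2C TCR transgenic mouse naive CD8+ T cells; Measured by: cytometric PE anti-B7-1 and Alexa647 anti-CD8 signals after 1% paraformaldehyde fixation; Timing: binding step 1.5 h, 37 °C, antibody labelling 20 min, ice.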
M17LAP inhibition = P. falciparum M17LAP inhibitors, primary screen, biochemical, fluorogenic H-Leu-NHMec substrate, 1536-well (AID 1619) | recombinant M17LAP, H-Leu-NHMec fluorogenic kinetic assay; higher % means a stronger effect | one-dose inhibition, % at 30 µM; IC50 in µM for titrated hits | hit rate 0.38% among 220,000;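 active means compound inhibiting the enzyme by more than half at any dose during confirmatory dose-response retesting; inconclusive means strong single-dose inhibitors picked by rank but not retested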;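 further: plate controls were full reaction with DMSO carrier for no effect and no enzyme background for full effect; strong numbers were not always called active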
K1F lysis inhibition = protection from phage-mediated lysis, alamar blue read-out – E. coli UTI89, K1F phage, bacterial capsule biogenesis inhibitors (AID 488966); hit rate 0.02% among 340,000; E. coli UTI89 K1F phage lysis, alamar blue, 2 h; higher % means a stronger effect; inhibition, % at 100 µM; hits with a dose series show IC50 in µM;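 active means phage lysis inhibition, versus mean bacterial control, above a set limit; inconclusive means no clear call, values can overlap the other calls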;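 further: capsule biogenesis inhibitors block K1F phage lysis so surviving cells raise fluorescence; higher fluorescence means more inhibition of phage lysis; actives were called in the ten point dose series up to 300 µM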
PMI inhibitors = inhibitors of human PMI, primary screen, biochemical, fluorescence intensity, coupled assay (AID 1209); purified PMI enzyme, coupled fluorescence intensity; higher % means a stronger effect; inhibition, % at 20 µM; hits with a dose series show IC50 in µM; hit rate 0.42% among 190,000;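 further: plate controls were DMSO vehicle for no effect and wells lacking substrate for full effect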
TNAP activators = human TNAP enzyme activators, primary screen, biochemical, luminescent, no phosphate acceptor, uHTS (AID 1001) | purified TNAP, luminescent activation assay, no phosphate acceptor; higher activation fold means a stronger effect | activation fold at 20 µM, or EC50 in µM where a hit was titrated | hit rate 0.03% among 200,000; in the data active means activation fold from about 3, or a potency from the dose series; inactive means the rest, 99 in 100 with activation fold below about 1.6; further: many of its hits are not listed in these tables
T cell HTS vesicle-bound % = further read-out of T cell HTS, marked with its call; double positive events, %; measured here: CD8+ vesicle-bound cell fraction;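 binding gate set so that unloaded-vesicle control wells show 10% double positive cells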
The depositor's hits bear a star; i = inactive; ? = inconclusive; . = not tested or not shown; [ ] = dose if it differs, or a comment. Unless noted, no stated cut-off is given here; in the data, active means inhibition above about 50%; inactive means the rest.

SMILES	P. falciparum M1AAP	RSV CPE inhibition	West Nile virus CPE	PMI inhibition	T cell HTS	T cell HTS vesicle-bound %	M17LAP inhibition	K1F lysis inhibition	PMI inhibitors	TNAP activators
CC1(C)C2CCC1(CS(=O)(=O)Nc1ccc(S(=O)(=O)NC3CCCCC3)cc1)C(=O)C2 (stereo not drawn)	-2%	8.0%	-0.4%	3%	i	51	16%	2.8%[50 µM]	6%	1
COc1ccc(OC)c(CNC(=O)CCC(=O)N2Cc3ccccc3Oc3ncccc32)c1	.	2.7%	-0.3%	.	i	31	.	1.3%	.	.
O=C(Oc1ccc([N+](=O)[O-])cc1)c1cccnc1	7%	3.0%	0.4%	7%	i	38	24%	2.4%	0%	1.1
O=C(NC(=S)Nc1ccc(N2CCOCC2)c(Cl)c1)C(c1ccccc1)c1ccccc1	10%	4.6%	-0.2%	11%	i	34	2%	0.3%	16%	1.1
CCCC1S/C(=N/N=C/c2ccc(OC)cc2)N(Cc2ccc(OC)cc2)C1=O (stereo not drawn)	2%	16%	-1.0%	-3%	i	46	-7%	0.2%	12%	1.1
O=[N+]([O-])c1ccc(OCc2cccc(COc3ccc([N+](=O)[O-])cc3)n2)cc1	6%	1.3%	-0.3%	4%	i	32	6%	3.4%	-19%	1.1
O=C1NC(=Nc2ccccc2Cl)S/C1=C\c1cc([N+](=O)[O-])ccc1O	.	?	-0.3%	.	i	45	.	0.1%	.	.
CCn1c(NC(=O)c2ccccc2F)c(-c2cccs2)c(=O)c2ccccc21	7%	0.5%	-0.2%	.	i	46	6%	-0.1%	.	.
S=C(NCc1ccccc1)Nc1ccc(Cl)cc1	4%	2.1%	-1.0%	4%	i	54	4%	-0.8%	5%	1.1
O=C1CCCc2ccccc2N1Cc1c(Cl)cccc1Cl	-2%	8.5%	-0.4%	16%	i	21	1%	-0.1%	12%	1.1
CC1=NN(Cc2ccccc2)C(=O)/C1=C\c1ccc(N(C)C)cc1	6%	3.8%	-0.1%	15%	i	60	4%	0.3%	16%	0.6
CCOc1ccccc1Nc1nnc(Cc2ccccc2Cl)c(=O)[nH]1	-8%	-0.7%	1.8%	10%	i	36	3%	0.1%	7%	1
Cc1cccc(NC(=O)CCN2CCC(C(N)=O)CC2)c1	.	-0.3%	1.2%	.	i	59	.	0.0%	.	.
Nc1ccc2nc(SCc3cccc(F)c3)sc2c1	8%	0.9%	-0.1%	31%	i	42	-4%	-0.4%	-2%	1
O=C1C=C(c2ccccc2)C[C@H](c2cccs2)[C@H]1n1nnc([N+](=O)[O-])n1	3%	-0.2%	0.4%	36%	i	46	-30%	1.8%	14%	1.2
CC1CCc2nc(NC(=O)CSc3nc4ccccc4o3)sc2C1 (stereo not drawn)	1%	4.0%	-0.6%	17%	i	12	9%	0.7%	14%	1
CCC(=O)Nc1ccc(C(=O)CSc2nnc(-c3ccc(O)cc3)n2CC2CCCO2)cc1OC (stereo not drawn)	4%	2.1%	.	-8%	i	63	15%	0.1%	-4%	1.1
COc1cccc(/C=N/NC(=O)c2oc3nc(-c4ccccc4)cc(-c4ccco4)c3c2N)c1	.	-2.8%	1.3%	.	i	36	.	-0.3%	.	.
CC(C)CN1C(=O)c2ccccc2C1(O)Cc1ccccc1 (stereo not drawn)	6%	1.2%	-0.1%	-96%	i	42	-4%	1.7%	-64%	1.1
CCCS(=O)(=O)NCCc1cc2cc(C)c(C)cc2[nH]c1=O	7%	2.3%	-0.3%	0%	i	52	4%	-0.2%	2%	1.1
Cc1cccc(N2CCN(Cc3cc(=O)n4ccsc4n3)CC2)c1C	-4%	14%	-0.1%	-11%	i	58	17%	7.5%	-10%	1
NCCc1ccc(O)c(O)c1	8%	3.9%	0.7%	41%	i	26	-10%	?	64%*	0.7
O=[N+]([O-])c1cc(S(=O)(=O)Nc2cccc(Cl)c2)ccc1N/N=C/c1ccc(N2CCOCC2)cc1	3%	0.3%	-0.2%	.	i	55	5%	0.3%	.	.
CN(C)CCN(C(=O)c1ccc2ccccc2c1)c1nc2c(F)cc(F)cc2s1	.	1.5%	-0.3%	.	i	30	.	1.3%	.	.
COc1ccc(CSc2nc(C)cc(C)c2S(C)(=O)=O)cc1	0%	16%	-0.1%	3%	i	62	2%	-0.6%	3%	1.1
Cc1onc(-c2ccccc2)c1CNS(=O)(=O)c1ccccc1[N+](=O)[O-]	3%	1.2%	-1.1%	.	i	55	0%	1.6%	.	.
CCN(CC)S(=O)(=O)c1ccc(OCC2CCCCO2)c([N+](=O)[O-])c1 (stereo not drawn)	.	4.3%	1.5%	.	i	32	.	0.1%	.	.
CN1C(=O)C2ON(c3ccccc3)C(c3cccs3)C2C1=O (stereo not drawn)	6%	2.7%	0.9%	7%	i	66	7%	2.2%	3%	1.1
COc1ccc(-c2nc(CS(=O)(=O)CC(=O)NCc3cccc(OC)c3OC)c(C)o2)cc1	.	1.9%	-1.0%	.	i	36	.	-3.2%	.	.
COc1ccc(-c2cc(C(F)(F)F)n3nc(C(=O)NCCCn4ccnc4)cc3n2)cc1	18%	-0.9%	0.1%	10%	i	36	5%	-0.2%	10%	1.1
Cc1ccc(C)c(Nc2ncnc(N)c2[N+](=O)[O-])c1	9%	3.4%	-1.4%	12%	i	25	10%	1.3%	8%	1.1
C/C(=C\C(=O)c1ccc(C)o1)Nc1ccc(C(=O)O)cc1C	8%	1.0%	-0.6%	28%	i	43	-6%	4.8%	44%	1.2
O=C(NC1CCCCC1)c1cc([N+](=O)[O-])ccc1N1CCCC1	.	5.0%	0.1%	.	i	45	.	0.3%	.	.
CCOc1cc(/C=C(\C#N)c2nc(-c3cccs3)c(NC(C)=O)s2)ccc1O	2%	-0.4%	-0.6%	15%	i	26	5%	0.4%	6%	0.7
COC(=O)c1ccc(C(=O)N2CCCC(CNC(=O)c3ccc(F)cc3)C2)cc1 (stereo not drawn)	.	3.0%	-0.8%	.	i	57	.	-0.1%	.	.
Clc1ccc(Nc2ccc(NCc3ccccc3)nn2)cc1	3%	22%	-1.6%	21%	i	41	-7%	0.5%[50 µM]	16%	1.1
CN(Cc1ccccc1)S(=O)(=O)c1cn(C)cn1	-4%	1.2%	0.9%	.	i	30	-7%	0.3%	.	.
O=C(c1cccs1)N1CCN=C1SCc1ccc(Cl)cc1	5%	0.4%	-0.2%	-2%	i	30	17%	0.2%	5%	1.1
O=c1c2c3c(sc2ncn1/N=C/c1ccc(Br)o1)CCCC3	2%	0.7%	-0.7%	-7%	.	.	9%	4.3%	-9%	1
O=C1CCCN1CCCNCC(=O)N1c2ccccc2Sc2ccccc21	4%	0.8%	-0.5%	3%	i	38	7%	0.6%	12%	1.1
NC(=O)c1oc2ccccc2c1NC(=O)Cc1ccccc1	.	0.8%	0.0%	.	i	19	.	0.0%	.	.
O=C(NCc1ccccc1Cl)C1CCC(CNc2nc(=S)[nH]c3ccccc23)CC1 (stereo not drawn)	9%	-2.0%	-0.2%	-9%	i	28	8%	0.2%	-9%	1.2
COc1ccccc1N(C)S(=O)(=O)c1ccc(C(=O)NC2=NCCS2)cc1	-3%	1.4%	0.0%	6%	i	55	8%	0.7%	6%	1
COc1ccc(CCNC(=O)C2CC3Cn4c(nc5cc6ccccc6cc54)C3N2C)cc1 (stereo not drawn)	0%	0.4%	-0.7%	.	i	8	-13%	0.3%	.	.
COc1ccccc1NC(=O)/C=C1\SCC(=O)N1C	5%	0.3%	-0.3%	0%	i	54	-6%	0.5%	1%	1.1
COCCN1CN(S(=O)(=O)c2cccc(Cl)c2)c2nc3ccccc3nc21	.	3.8%	-0.3%	.	i	10	.	-0.2%	.	.
CN1CCN(c2ccc(-c3ccnn3C(=O)Nc3cccc(C(F)(F)F)c3)cc2)CC1	6%	5.9%	-0.7%	12%	i	27	1%	0.6%	15%	1.2
Cn1c(=O)n(C/C=C/c2ccccc2)c(=O)c2c1nc1n2CCCN1Cc1ccccc1	3%	?	-0.2%	13%	i	21	-8%	0.1%	8%	1.1

Molecules shown so far that contain a CF3 group (two):
SMILES	P. falciparum M1AAP	RSV CPE inhibition	West Nile virus CPE	PMI inhibition	T cell HTS	T cell HTS vesicle-bound %	M17LAP inhibition	K1F lysis inhibition	PMI inhibitors	TNAP activators
COc1ccc(-c2cc(C(F)(F)F)n3nc(C(=O)NCCCn4ccnc4)cc3n2)cc1	18%	-0.9%	0.1%	10%	i	36	5%	-0.2%	10%	1.1
CN1CCN(c2ccc(-c3ccnn3C(=O)Nc3cccc(C(F)(F)F)c3)cc2)CC1	6%	5.9%	-0.7%	12%	i	27	1%	0.6%	15%	1.2

The listing continues:
SMILES	P. falciparum M1AAP	RSV CPE inhibition	West Nile virus CPE	PMI inhibition	T cell HTS	T cell HTS vesicle-bound %	M17LAP inhibition	K1F lysis inhibition	PMI inhibitors	TNAP activators
Cc1ccc(-c2csc(-c3cc(C)on3)n2)cc1	3%	2.0%	0.3%	.	i	34	-5%	-1.1%	.	.
COc1cc(/C=N/NC(=O)c2cccnc2)ccc1OC(=O)c1ccco1	7%	-0.9%	1.1%	1%	i	34	14%	1.1%	6%	1.1
COc1ccc(C(=O)N2CCN(Cc3ccc4c(c3)OCO4)CC2)cc1[N+](=O)[O-]	-7%	1.3%	-1.3%	4%	i	36	-3%	0.2%	2%	1
CN(CC(=O)Nc1ccc(F)c(F)c1)S(=O)(=O)c1cccc2nsnc12	12%	11%	-0.3%	9%	i	20	14%	0.4%	9%	1.1
CCCn1c(NCc2ccccc2NS(=O)(=O)c2ccc(C)cc2)nc2ccccc21	6%	4.8%	-1.2%	14%	i	46	-7%	6.7%	28%	1.5
COc1cc(C(C)=O)ccc1OC(=O)CN1C(=O)c2ccccc2C1=O	.	1.6%	0.7%	.	i	39	.	-1.0%[50 µM]	.	.
O=C(c1ccc(NS(=O)(=O)c2cccc(F)c2)cc1)N1CCCCC1	.	0.0%	-0.9%	.	i	66	.	0.0%	.	.
O=C(COC(=O)c1c2c(nc3ccccc13)CCCCC2)NCc1ccc2c(c1)OCO2	3%	15%	0.3%	7%	i	7	-7%	1.1%[50 µM]	29%	1.1
COc1cc(C(=O)N(C)CCOc2ccc(C)cc2)ccc1OC1CCN(C(C)=O)CC1	.	0.1%	-1.0%	.	i	70	.	2.3%	.	.
O=C(CCn1nnc(-c2cccs2)n1)NCc1ccccc1Cl	13%	2.2%	-1.1%	0%	i	12	-12%	-0.4%	8%	1
